GBA activity up = glucocerebrosidase activity enhancement; P04062; L444P Gaucher fibroblasts, 4-MU-glucoside fluorescence, 3 days; activation, % at 10 µM; 30,000 compounds, 0.44% hits; AID 784; in the data active = activation above about 65%;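 note: 0% = vehicle wells and 100% = positive control wells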
Target sequence (P04062 whole entry L483P): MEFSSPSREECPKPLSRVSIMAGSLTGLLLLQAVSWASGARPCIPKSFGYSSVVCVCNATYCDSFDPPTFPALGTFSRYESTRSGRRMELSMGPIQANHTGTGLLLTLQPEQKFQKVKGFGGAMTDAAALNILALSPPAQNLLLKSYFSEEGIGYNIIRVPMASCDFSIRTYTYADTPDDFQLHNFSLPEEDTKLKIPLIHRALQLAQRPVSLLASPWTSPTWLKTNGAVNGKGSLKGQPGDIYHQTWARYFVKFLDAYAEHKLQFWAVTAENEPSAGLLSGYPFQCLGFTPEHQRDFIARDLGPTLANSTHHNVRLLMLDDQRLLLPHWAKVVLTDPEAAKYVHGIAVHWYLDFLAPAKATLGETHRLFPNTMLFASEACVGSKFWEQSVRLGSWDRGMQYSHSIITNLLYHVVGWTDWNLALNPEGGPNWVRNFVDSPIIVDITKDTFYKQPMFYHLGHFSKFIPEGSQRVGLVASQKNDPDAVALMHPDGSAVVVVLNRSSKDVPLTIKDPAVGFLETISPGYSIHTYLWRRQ
Numbers without * were called inactive.

mol | GBA activity up
Cc1cc(C)c(NC(=O)CSc2nnc(-c3ccco3)n2N)c(C)c1 | 16.6
Cc1c(NC(=O)CSc2ccc3c(c2)OCCO3)c(=O)n(-c2ccccc2)n1C | -25.4
CCn1c(/C(C#N)=C(\O)CCc2ccccc2)nc2ccccc21 | -90.9
CCCCn1c(SCC2CCCCO2)nc2cc(S(N)(=O)=O)ccc21 (stereo unspecified) | -17.0
CCn1c(N2CCN(CC(=O)c3c(C)n(C)c4ccccc34)CC2)nc2c1c(=O)[nH]c(=O)n2C | -0.2
CCCCCn1c(N2CCC(C(N)=O)CC2)nc2c1c(=O)[nH]c(=O)n2C | -6.1
COc1cc(C2C(C(=O)c3cccs3)=C(O)C(=O)N2Cc2ccco2)cc(OC)c1OC (stereo unspecified) | 1.0
COc1cccc(NC(=O)C2CCCN(S(=O)(=O)c3cccc4nsnc34)C2)c1 (stereo unspecified) | -8.2
Cc1nc(NC(=O)CSc2ccccc2N)sc1C | 16.0
O=C(NCc1ccc2c(c1)OCO2)c1ccc(COc2cccc(Cl)c2)o1 | -49.5
C1=C(c2ccccc2)Nc2nnnn2C1 | -9.0
COc1ccc(-c2nc(-c3ccc(Br)cc3)no2)c(OC)c1 | 0.3
O=c1ccn(CCOc2ccc(Cl)cc2)c(=O)[nH]1 | -10.1
COc1ccccc1CNC(=O)c1oc2ccc(S(=O)(=O)N3CCCC3)cc2c1C | -3.1
CCCNS(=O)(=O)c1ccc(NC(=O)c2ccccn2)cc1 | -90.5
CCn1c(SCC(=O)Nc2sc(C)c(C)c2C#N)nnc1C(C)C | -15.0
Cc1ccccc1NC(=O)NCCCN1CCN(C2CCCCC2)CC1 | -29.5
COc1ccccc1-c1nc(C#N)c(N2CCC(Cc3ccccc3)CC2)o1 | 5.2
CC1CCc2nc(NC(=O)C3CCCO3)sc2C1 (stereo unspecified) | 10.1
COc1ccc(S(=O)(=O)N2CCC(C(=O)N3CCOCC3)CC2)cc1 | -21.1
CN1CCN(C(c2cccc(C(F)(F)F)c2)c2nnnn2Cc2ccccc2)CC1 (stereo unspecified) | -31.2
CCOC(=O)C1=C(C)NC(C)=C(C(=O)OCC)C1c1cc2ccc(C)cc2[nH]c1=O | -6.4
Cc1ccn2cc(-c3ccc(S(=O)(=O)N4CCOCC4)cc3)nc2c1 | 14.6
Cc1ccc(S(=O)(=O)c2c(N)n(C)c3nc4ccccc4nc23)cc1 | -18.3
COCC(=O)Nc1nnc(COc2ccccc2)s1 | -50.6
CCN(CC)c1ccc(NC(=O)Nc2ccc(C(C)=O)cc2)cc1 | -18.7
O=C(CN1C2=NCCN2c2ccccc21)c1ccco1 | -16.1
Cc1cccc(N2CCN(C(=O)CCCn3c(=S)[nH]c4cc5c(cc4c3=O)OCO5)CC2)c1C | -11.2
CCN1CCCC1CN(Cc1cc2cc(OC)ccc2[nH]c1=O)C(=O)NCc1ccccc1 (stereo unspecified) | 1.5
COc1ccc(C2C3=C(Nc4ncnn42)c2ccccc2CCC3)cc1 (stereo unspecified) | 4.0
O=C(c1cccs1)c1coc2ccc(O)c(CN3CCOCC3)c12 | -10.3
CSCC[C@H](NC(=O)OC(C)(C)C)c1nnc(SCc2ccccc2)o1 | -0.6
CC(=C1C(=O)c2ccccc2C1=O)N1CCc2ccccc2C1 | 16.5
CCOc1ccc(CCNC(=O)C2CCN(S(=O)(=O)N3CCOCC3)CC2)cc1OCC | -25.9
Cn1c(SCc2nc3ccccc3s2)nnc1-c1cccs1 | 0.5
CCc1nnc(NC(=O)CSc2nnc(-c3ccoc3C)n2-c2ccc(C)cc2)s1 | 10.0
CCC1(C)CC(c2csc(N)n2)CCO1 (stereo unspecified) | 10.4
Cn1nc(C(=O)N2CCN(S(=O)(=O)c3ccccc3)CC2)c2ccccc2c1=O | -36.2
C=CCOc1ccc(/C(O)=C2/C(=O)C(=O)N(CCN3CCOCC3)C2c2ccc(C)cc2)cc1 (stereo unspecified) | -9.3
COc1ccccc1C(=O)n1nc(-c2ccc(Cl)cc2)nc1N | -10.5
CCCC(=O)Nc1ccc(NC(=O)c2ccccc2Cl)nc1 | -12.2
COc1ccc(C2/C(=C(\O)c3ccc4c(c3)OCCO4)C(=O)C(=O)N2CCCN(C)C)c(OC)c1 (stereo unspecified) | 5.9
CC(=O)Nc1nonc1NC(=O)CSc1ncn[nH]1 | 14.8
Cc1cc(NC(=O)C23CCC(C)(c4nc5cc(Cl)c(Cl)cc5nc42)C3(C)C)no1 (stereo unspecified) | -12.9
Cc1onc(-c2ccccc2Cl)c1C(=O)Nc1cccc(-c2cn3cccnc3n2)c1 | -25.7
COc1ccccc1-n1c(SCC(=O)Nc2ccccc2F)nc2[nH]ncc2c1=O | 1.0
COc1ccc(NC(=O)N(C2CCCCC2)C2CCN(C(C)C)CC2)c(OC)c1 | -1.5
FC(F)(F)c1cc(-c2ccco2)nc(NCc2ccccc2)n1 | -31.5
O=c1cc(N2CCN(Cc3ccccc3)CC2)[nH]c(=O)n1-c1cccc(C(F)(F)F)c1 | -18.6
CCn1c(SCC(=O)Nc2ccc(NC(=O)c3ccco3)c(OC)c2)nc2ccccc2c1=O | -72.8
CCN(Cc1cc2cccc(C)c2[nH]c1=O)C(=O)c1ccccc1OC | -16.6
COc1ccc2c(c1)CCc1c(C(=O)NCc3cccnc3)noc1-2 | -32.8
CCC1Oc2ccccc2N(CC(=O)Nc2ccc3c(c2)OCCO3)C1=O (stereo unspecified) | 13.8
O=C(CN1C(=O)c2cccc3cccc1c23)Nc1ccc(S(=O)(=O)N2CCOCC2)cc1 | -10.5
NC(=O)NC(=O)Nc1ccccc1Cl | 2.8
Nc1ccc(-n2ccnc2)cc1 | -18.0
O=C(c1ccco1)N1CCN(C2CC(=O)N(c3ccc4c(c3)OCO4)C2=O)CC1 (stereo unspecified) | -0.5
CN(C)c1ccc(C2C3=C(CCCC3=O)OC3=C2C(=O)CCC3)cc1 | -5.2
COc1ccccc1NCCC(=O)OCC(=O)Nc1ccc(Cl)cn1 | -26.9
O=C(O)C1C2C=CC(O2)C1C(=O)NCCCn1ccnc1 (stereo unspecified) | -21.9

Overlap with the part before: 2 entries, then new ones.
mol | GBA activity up
COc1ccccc1NCCC(=O)OCC(=O)Nc1ccc(Cl)cn1 | -26.9
O=C(O)C1C2C=CC(O2)C1C(=O)NCCCn1ccnc1 (stereo unspecified) | -21.9
COc1ccc(OC)c(NC(=O)Nc2cccc(Cn3cccn3)c2)c1 | -20.0
Cc1noc(C)c1Cn1nc(C(=O)O)c2ccccc2c1=O | -16.5
Cc1ccc(C)c(S(=O)(=O)Nc2ccc3scnc3c2)c1 | -24.4
Cc1cc(C)c2c(N)c(C(=O)NCc3ccco3)sc2n1 | 28.4
COc1nc2c(C)cccc2cc1-c1noc(-c2ccco2)n1 | -54.8
Cc1noc(C)c1S(=O)(=O)Nc1ccc(C(=O)N2CCc3ccccc3C2)cc1 | 20.4
CC(=O)Nc1ccc(-c2cn3ccsc3n2)cc1 | 9.4
CC1CCc2c(C(=O)NCCCN3CCOCC3)csc2C1 (stereo unspecified) | 5.0
COc1cc(-c2noc(CCCC(=O)NCc3ccco3)n2)cc(OC)c1OC | 4.3
Cc1ccc2nc(Nc3nc(C)cc(C(F)(F)F)n3)nc(C)c2c1 | -2.9
COc1ccc(OC)c(/C=N/c2oc(-c3ccco3)c(-c3ccco3)c2C#N)c1 | -46.6
Cn1cc(Cl)c(-c2nc3ccccc3[nH]2)n1 | -45.7
COc1cccc(-c2ccc(=O)n(CC(=O)Nc3cc4c(cc3NC(C)=O)OCCO4)n2)c1 | -1.3
C=CCN(C(=O)Nc1ccc(F)cc1)C1CC(=O)N(c2ccc(OC)cc2)C1=O (stereo unspecified) | -11.8
O=C(Nc1ccc(F)cc1)C1CCN(c2nnnn2-c2ccccc2)CC1 | 1.3
Cc1nc2ccccc2c(=O)n1NC(=O)c1ccc(F)cc1Cl | -27.6
CC1CCCN(C(=O)Cn2c(-c3nonc3N)nc3ccccc32)C1 (stereo unspecified) | -11.2
Cc1nn(Cc2ccc(F)cc2)c(C)c1NC(=O)c1noc2c1CCCCC2 | -13.5
COC(=O)c1ccc(NC(=O)c2sc3nc(-c4ccccc4)cn3c2C)cc1 | 5.9
Cn1cccc1C(=O)OCC(=O)Nc1cc(C(C)(C)C)nn1-c1ccccc1 | 14.7
COc1cc(C2C3C(=O)N(Cc4ccccc4)C(=O)C3ON2c2ccccc2)cc(OC)c1OC (stereo unspecified) | -10.9
COc1ccccc1N1CCN(C(c2ccc(Cl)cc2)c2nnnn2C(C)(C)C)CC1 (stereo unspecified) | -43.4
O=C(CSc1nnc(CN2CCOCC2)n1-c1ccccc1)Nc1ccc(Cl)cc1 | -26.2
COC(=O)c1c(NC(=O)c2ccco2)sc(C)c1C | 1.1
O=C(O)c1cc2c([nH]c1=O)CCCC2 | -6.9
Cc1ccc(C(=O)NCc2cccs2)cc1S(=O)(=O)N1CCCCC1 | -28.6
Cc1ccc(-c2csc3nnc(SCC(=O)Nc4cccc(C)n4)n23)cc1 | -30.8
CCCCC(=O)Nc1ccc2c(c1)nc1n2CCSC1 | -45.9
O=C(Cn1cnc2c(cnn2-c2ccc(F)cc2)c1=O)N1CCCc2ccccc21 | -6.5
CCN1C(=O)C2C(c3ccccc3F)NC(Cc3ccc(O)cc3)(C(=O)OC)C2C1=O (stereo unspecified) | -5.4
O=C(NCc1cccs1)C1CCC(CNS(=O)(=O)c2cccs2)CC1 (stereo unspecified) | -35.9
COc1ccccc1-c1nc(C#N)c(N2CCN(C(c3ccccc3)c3ccccc3)CC2)o1 | -13.8
COc1ccc(C2C(C(C)=O)=C(O)C(=O)N2CCCn2ccnc2)cc1OC (stereo unspecified) | -6.0
Cc1csc(NC(=O)c2cc3c(s2)CCC3)n1 | -41.8
Cc1cc(N2CCN(C(=O)c3ccco3)CC2)n2ncnc2n1 | -9.4
Cc1ccc(Nc2cc(=O)n(C3CCCCC3)c(=O)[nH]2)cc1C | -21.3
O=C(CC1OC(=O)c2ccccc21)c1ccco1 (stereo unspecified) | 6.4
O=C(Nc1nnc(C2CCCCC2)s1)c1ccco1 | 15.7
Cc1nonc1NC(=O)OC1CCCCC1 | 52.7
O=c1oc2cc(O)ccc2c2c1CCCC2 | -1.8
COc1ccc(-n2c(CNC(=O)c3cc(OC)c(OC)c(OC)c3)n[nH]c2=S)cc1 | -47.1
COc1ccc(NC(=O)CN2CCN(CC(=O)Nc3ccccc3Cl)CC2)cc1 | 1.5
COc1cc2c(cc1NC(=O)c1cccnc1)CCCC2 | -47.7
O=C(CN1CCC(C(=O)c2ccc(F)cc2)CC1)Nc1ccccc1 | -2.3
O=S(=O)(c1cccs1)N1CCc2ccccc21 | -28.2
Cc1ccccc1CN1CCCNC1=O | 9.5
CCCN1/C(=C(/C#N)C2=NS(=O)(=O)c3ccccc32)N(C)c2ccccc21 | -2.7
Cc1ccc2c(c1)c(C)c(C)n2CC(O)Cn1nc(C)c(Br)c1C (stereo unspecified) | -16.2
O=C(c1cccc(F)c1)N1C2C=CC(C2)C1(C(F)(F)F)C(F)(F)F (stereo unspecified) | 36.2
O=C(Nc1ccc(Cl)cc1)N(Cc1cccs1)Cc1cccs1 | -9.1
Cn1c(=O)cc(OCCCC(=O)N2CCCCC2)c2ccccc21 | -3.2
CC(=O)c1cc2c(cc1NC(=O)CSc1nnc(C)s1)OCO2 | 13.3
CCOC(=O)N1CCN(CCC(=O)Nc2ccc(OC(F)(F)F)cc2)CC1 | -27.3
CCNC(=O)C1CCN(S(=O)(=O)c2ccc(F)cc2)CC1 | -25.5
CCN(CC)CCCN(C(C)=O)c1nc(-c2cc(OC)ccc2OC)cs1 | -31.6
COc1ccc(-c2nnc3sc(-c4ccco4)nn23)cc1OC | -10.7
O=C(Cc1cccs1)Nc1nnc(SCC(=O)N2CCCCC2)s1 | 7.5
O=C(CCCCCN1C(=O)c2ccccc2C1=O)Nc1ccc(S(=O)(=O)N2CCCCC2)cc1 | -29.7
CCC(Sc1nnnn1-c1ccccc1)C(=O)NC(C)c1ccccc1 (stereo unspecified) | 11.6
Cc1cc(NC(=O)c2ccc3nc(-c4ccccc4)c(-c4ccccc4)nc3c2)no1 | -72.6

As a short view, some entries already given.
mol | GBA activity up
COc1ccc(-c2nnc3sc(-c4ccco4)nn23)cc1OC | -10.7
O=C(Cc1cccs1)Nc1nnc(SCC(=O)N2CCCCC2)s1 | 7.5
O=C(CCCCCN1C(=O)c2ccccc2C1=O)Nc1ccc(S(=O)(=O)N2CCCCC2)cc1 | -29.7
CCC(Sc1nnnn1-c1ccccc1)C(=O)NC(C)c1ccccc1 (stereo unspecified) | 11.6
Cc1cc(NC(=O)c2ccc3nc(-c4ccccc4)c(-c4ccccc4)nc3c2)no1 | -72.6

Random excerpt: 2 entries already listed, in no set order.
mol | GBA activity up
O=C(CN1CCC(C(=O)c2ccc(F)cc2)CC1)Nc1ccccc1 | -2.3
COc1cc(C2C3C(=O)N(Cc4ccccc4)C(=O)C3ON2c2ccccc2)cc(OC)c1OC (stereo unspecified) | -10.9

The results go on:
mol | GBA activity up
CCN(CC)S(=O)(=O)c1ccc2[nH]cc(C(=O)NCCN3CCCCCC3)c(=O)c2c1 | -0.4
O=C(CN(Cc1ccco1)C(=O)c1cc(=O)[nH]c2ccccc12)Nc1ccccc1Br | -27.8
CCC(Sc1nnnn1-c1ccccc1)C(=O)Nc1nc2ccccc2s1 (stereo unspecified) | -15.1
CCOC(=O)C(C)Sc1ncnc2c1nnn2-c1ccc(F)cc1 (stereo unspecified) | -11.1
CCOC(=O)c1ccc(N2Cc3ccccc3C2)cc1O | -7.4
O=C(Cc1ccc(Cl)cc1)Nc1ccccc1CO | -4.5
Cc1nc2ncnn2c(C)c1CCC(=O)NCCCN1CCN(c2cccc(Cl)c2)CC1 | -34.6
COC(=O)c1sc(N2C(=O)c3oc4ccccc4c(=O)c3C2c2cccs2)nc1C (stereo unspecified) | -22.0
CC(O)C(=O)NCCOCCOCCNC(=O)C(C)O (stereo unspecified) | -9.5

This is a subset, so the mix of outcomes need not match the whole.
